# Bioassay records (PubChem BioAssay)
# POLI inh – DNA polymerase iota (human) inhibition; 390,000 tested, 1% active; Potency, µM (top dose mostly 115 µM), inactives show at the highest dose activity, negative = inhibition, most hits filed as inhibitors; Pol iota fluorescent replication assay, 10 min; Q9UNA4; note: potency is the fitted concentration of half-maximal effect
#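 Fluorescent replication assay read twice, at 0 min and 10 min after adding 50 nM (final) substrate. Enzyme (10 nM) and compounds were first incubated 15 min at room temperature; enzyme-free buffer wells were negative controls.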
# BLM inh – inhibitors of human Bloom syndrome helicase BLM; recombinant BLM DNA unwinding, fluorescence dequenching; Potency, µM (doses to about 56.1 µM), inactives show at the highest dose activity change, negative = inhibition, usual class: inhibitors; P54132; 350,000 tested, 0.2% active;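 note: potency is the fitted concentration of half-maximal effect; plate controls were vehicle for no effect and no enzyme for full effect; nearly all actives have a fitted effect of over 35% in size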
# Pol kappa inh – inhibitors of human DNA polymerase kappa | Q9UBT6 | purified Pol kappa, fluorescent DNA synthesis assay, 10 min | Potency, µM (doses to about 107 µM), for the others: at the highest dose activity, negative = inhibition, usual class: inhibitors | 400,000 tested, 0.53% active | AID 588579; note: potency is the fitted concentration of half-maximal effect; % is set by controls: 0 for no effect and ±100 for the full control effect
# Target sequence (Q9UBT6 whole entry, looked up): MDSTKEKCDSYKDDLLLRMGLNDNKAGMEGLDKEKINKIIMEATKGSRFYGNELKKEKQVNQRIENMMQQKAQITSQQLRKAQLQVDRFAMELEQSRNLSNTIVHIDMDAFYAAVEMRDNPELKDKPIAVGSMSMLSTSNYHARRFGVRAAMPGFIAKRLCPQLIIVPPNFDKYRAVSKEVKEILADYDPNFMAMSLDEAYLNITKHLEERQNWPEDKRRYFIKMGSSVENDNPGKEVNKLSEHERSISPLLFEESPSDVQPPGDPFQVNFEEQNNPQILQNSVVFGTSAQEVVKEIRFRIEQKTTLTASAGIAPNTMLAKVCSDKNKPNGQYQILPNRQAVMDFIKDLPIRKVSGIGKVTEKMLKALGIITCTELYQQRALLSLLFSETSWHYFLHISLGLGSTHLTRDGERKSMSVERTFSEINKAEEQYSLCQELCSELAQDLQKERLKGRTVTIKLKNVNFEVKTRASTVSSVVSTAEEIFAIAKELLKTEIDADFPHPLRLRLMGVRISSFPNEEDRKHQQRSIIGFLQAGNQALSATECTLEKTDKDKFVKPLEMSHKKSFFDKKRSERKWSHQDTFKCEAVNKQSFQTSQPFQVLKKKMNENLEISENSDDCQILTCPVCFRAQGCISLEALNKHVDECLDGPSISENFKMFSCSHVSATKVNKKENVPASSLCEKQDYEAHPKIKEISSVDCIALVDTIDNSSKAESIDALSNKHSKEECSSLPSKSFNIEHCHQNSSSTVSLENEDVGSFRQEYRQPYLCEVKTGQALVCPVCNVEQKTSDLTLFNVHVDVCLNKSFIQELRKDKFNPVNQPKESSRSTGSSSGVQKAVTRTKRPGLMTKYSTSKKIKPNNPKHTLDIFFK
#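 Enzyme at 10 nM met test compounds for 15 min at room temperature. Substrate addition (50 nM final) began the reaction, which was monitored by fluorescence at 0 and 10 min.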
# POLB inh – blocks human DNA polymerase beta activity; 340,000 tested, 1.3% active; Potency, µM (series often up to 114 µM), inactives show at the top dose activity change, negative = inhibition, usual class: inhibitors; Pol beta primer extension/strand displacement, fluorescence kinetic; note: potency is the fitted concentration of half-maximal effect; % is set by controls: 0 for no effect and ±100 for the full control effect
#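 Pol beta (10 nM) and compounds were preincubated 15 min at room temperature, then 50 nM substrate (final) started primer extension/strand displacement. Reads were taken at 0 and 10 min; concentration-response data were fitted to a four-parameter Hill equation.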
# TRHR agonist – agonists of human TRH receptor | TRHR cells, calcium flux fluo-8, FDSS agonist mode | activation, % at 2 µM | 360,000 tested, 0.18% active; in the data active = activation above about 30%; note: 0% is about no effect
#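 Steps: seed TRHR cells overnight; add fluo-8 no-wash Ca dye, RT 30 min–1.5 h; record 10 s baseline; pin-transfer compounds; monitor fluorescence 1 cycle/s for the agonist window. Calcium increases flag candidate agonists.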
# APEX1 inh – blocks human APE1 abasic DNA cleavage. P27695. Potency, µM (top dose mostly 65.8 µM), without a hit: top-dose activity change, negative = inhibition, usual class: inhibitors. 350,000 tested, 0.35% active. recombinant APE1, TAMRA/BHQ-2 abasic DNA cleavage fluorescence;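 note: potency is the fitted concentration of half-maximal effect; plate controls were vehicle for no effect and reference inhibitor for full effect; nearly all actives have a fitted effect of over 55% in size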
#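 Compound pre-exposure to 0.75 nM APE1, 15 min at ambient temperature. Reaction initiated with 50 nM TAMRA/BHQ-2 THF substrate, read immediately in kinetic mode, 525 nm excitation, 598 nm emission.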
# Apoferritin bind – candidate novel general anesthetic via apoferritin binding; P02791; apoferritin/1-aminoanthracene competitive binding, fluorescence; Potency, µM (highest dose often 77.5 µM), for the others: at the highest dose activity change, negative = displacement, usual class: inhibitors; 350,000 tested, 0.074% active; note: potency is the fitted concentration of half-maximal effect; % is set by controls: 0 for no effect and ±100 for the full control effect; nearly all actives have a fitted effect of over 20% in size
# Target sequence (P02791 2-175 limits assumed): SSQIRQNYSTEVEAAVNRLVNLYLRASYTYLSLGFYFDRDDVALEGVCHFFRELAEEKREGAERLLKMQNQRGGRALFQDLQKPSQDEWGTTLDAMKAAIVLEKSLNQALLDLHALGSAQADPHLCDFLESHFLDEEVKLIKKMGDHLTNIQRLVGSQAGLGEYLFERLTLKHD
#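 Horse-spleen apoferritin (10 uM) in 50% saturated 1-aminoanthracene in PBS was incubated 10 min at room temperature with compound. Fluorescence (ex 380, em 535 nm) was normalized to free and bound 1-AMA, with concentration-response fitted by a four-parameter Hill equation.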
# ALOX12 inh – blocks human arachidonate 12S-lipoxygenase | P18054 | purified 12hLO, xylenol orange hydroperoxide absorbance | Potency, µM (top dose mostly 108 µM), for inactives: top-dose activity change, negative = inhibition, actives largely listed as inhibitors | 580,000 tested, 1.1% active; note: potency is the fitted concentration of half-maximal effect; % is set by controls: 0 for no effect and ±100 for the full control effect
#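 Hydroperoxide product was detected by ferrous iron/xylenol orange as the 573 to 405 nm absorbance ratio. Arachidonic acid at 40 uM (final) was turned over for 30 min at room temperature by 150 nM human 12hLO, pH 7.0 Hepes buffer, after 15 min compound preincubation.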
# ERG-DNA inh – inhibitors of human ERG Ets domain-DNA interaction. P11308. fluorescence polarization, His-ERG Ets domain / labelled DNA. Potency, µM (doses to about 76.9 µM), without a hit: at the highest dose FP activity, negative = inhibition, actives largely listed as inhibitors. 370,000 tested, 0.028% active. AID 624246; active = well fitted inhibition curve with a large enough effect in the polarisation, with a control signal flat; inconclusive = small, poorly fitted or top-dose-only effect, or effect the other way, or a change in a side signal; inactive = no such curve, though single readings can be large or run the other way; the % refers to the polarisation;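 note: polarization taken with two DNA probes labelled with fluorescein and Texas red; potency is the fitted concentration of half-maximal effect; % of control where 0% means no effect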
#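 His-tagged ERG Ets domain (1 uM in the protein solution; 300mM KCl, 50mM Tris-HCl, 1mM EDTA, 1mM DTT, pH 7.5) received compound, then a probe mix of 5 nM fluorescein-DNA and 100nM Texas-615-DNA. Fluorescence polarization was read for both dyes.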
# The depositor's hits bear a star; ? = inconclusive; . = not tested or not shown; & = joins results of further samples; [ ] = dose if it differs, or a comment. Unless noted, calls come from the whole dose curve; as a rule, active = well fitted curve in the direction sought with a large enough effect; inconclusive = small, poorly fitted or top-dose-only effect, or another doubt; inactive = no such curve, though single readings can be large; an effect the other way counts as inactive or inconclusive. Only part of the results is shown, so the mix of outcomes need not match the whole.
SMILES,POLI inh,BLM inh,Pol kappa inh,POLB inh,TRHR agonist,APEX1 inh,Apoferritin bind,ALOX12 inh,ERG-DNA inh
C=CCN1c2ccccc2[C@]23C[C@@H](C(=O)OC)N(C(=O)NCCC)C2=NC(C(=O)OC)=C(C(=O)OC)[C@H]13,?,-4%,-9%,?,0.2,?,-8%,?,0%
CC(=O)c1ccc(N=Nc2ccc(C)cc2)cc1,77%[activator],-4%,-3%,23%,0.1,7%,-4%,20%,1%
COc1ccc2cc(CNc3ccc(C)cc3)c(=O)n(CC(=O)Nc3ccc(OC)c(Cl)c3)c2c1,-1%,-4%,2%,-10%,-0.7,.,-13%,81%[activator],-1%
C/C(=N\NC(=O)COc1ccccc1F)c1cc2ccccc2o1,3%,3%,-1%,5%,-0.1,-4%,-18%,1%,9%
COc1ccc(CNC(=O)c2cc3c(=O)n(C)c4ccccc4c3n2C)cc1,30%[activator],-1%,-20%,6%,-0.2,.,-6%,-12%,-1%
Cc1ccc(NC(=O)COC(=O)Cn2cnc3c2c(=O)n(C)c(=O)n3C)cc1F,20%,.,9%,.,-0.2,9%,.,9%,8%
Nc1nc(CSc2ncccn2)nc(Nc2ccccc2)n1,31%[activator],-2%,2%,-18%,0.0,3%,-10%,6%,.
CCOc1ccc(NC(=O)Nc2cccc(C(=O)O)c2)cc1,-11%,-1%,-17%,-9%,0.0,-7%,-3%,-9%,-7%
Cc1cccc(-c2nn(-c3ccccc3)cc2C(=O)N2CCN(C3CCS(=O)(=O)C3)CC2)c1 (centres undefined),2%,.,-5%,.,0.2,19%,.,3%,1%[15.4 µM]
C=CCN(c1ccc(C(=O)N2CCCC2)cc1)S(C)(=O)=O,20%,-8%,0%,4%,1.1,11%,5%,6%,-3%
c1ccc(CNc2ncnc3sc4c(c23)CCCC4)nc1,171%[activator],3%,-2%,22%,0.8,3%,-13%,-4%,0%
O=C(Nc1ccc2c(c1)OCCO2)c1ccc(NC(=O)C2CCCO2)cc1 (centres undefined),-4%,2%,0%,25%,0.5,-3%,-15%,0%,0%
O=[N+]([O-])c1ccc2oc(-c3ccccc3)nc2c1,67%[activator],3%,-3%,2%,-0.8,-1%,-4%,-10%,15%
O=C(NCCc1ccccc1)C(=O)Nc1nccs1,14%,-1%,-3%,-1%,0.7,3%,-7%,-4%,0%
O=C(OCC(F)(F)F)c1cccc(COc2ccc3ccccc3c2)c1,0%,-10%,-23%,-17%,3.2,-2%,-16%,0%,-1%
Cc1ccc(N=C2NC(=O)/C(=C/c3cccnc3)S2)c(C)c1,76%[activator],-6%,-11%,12%,-0.8,-6%,-17%,-8%,-10%
CC1(C)OC2OC(C(=O)N/N=C/c3ccccc3F)C3OC(C)(C)OC3C2O1 (centres undefined),1%,-3%,0%,10%,1.1,-6%,5%,2%,-3%
CCOc1ccc(NCc2cccn2-c2nnc(N3CCC(C(=O)NCCCN4C(C)CCCC4C)CC3)s2)cc1 (centres undefined),21%,1%,8%,-2%,1.5,12%,-16%,-4%,-1%
COc1cccc(NC(=O)CN(C)C(C)C(=O)NC(=O)NC2CCCCC2)c1 (centres undefined),-1%,.,-24%,.,0.1,9%,.,25%,3%
O=C1N/C(=N/N=C/c2ccc(O)cc2)SC1Cc1ccccc1 (centres undefined),9%,-11%,-6%,19%,-0.3,1%,-3%,4%,0%
CN(CCOC(=O)c1ccc2c(c1)OCCO2)Cc1ccccc1,?,1%,-9%,10%,-0.4,-7%,-15%,?,2%
CC(C)CCNC(=S)NC1CCCC1,11%,0%,2%,6%,.,7%,-4%,?,-4%
COc1cc(C)nc(OCCNC(=O)COc2ccc(Cl)cc2Cl)n1,13%,-2%,-2%,11%,-0.4,-1%,-5%,0%,-5%
COc1ccc([C@@H]2CC(=O)c3c(O)cc(O[C@@H]4O[C@H](CO)[C@@H](O)[C@H](O)[C@H]4OC4O[C@@H](C)[C@H](O)[C@@H](O)[C@H]4O)cc3O2)cc1O (some centres undefined),.,3%,14%[60.1 µM],.,.,-5%,1%,?,.
O=C(Oc1ccccc1OC(=O)N1CCOCC1)N1CCOCC1,9%,0%,-18%,-1%,-1.4,-5%,-6%,-1%,-4%
CCN(CC)CCNC(=O)c1c(C)oc2ncn(C)c(=O)c12,12%,-3%,-4%,2%,3.4,.,-12%,-11%,4%
O=C(CSc1ncccc1-c1nc2ccccc2[nH]1)N1CCc2ccccc21,15%,1%,-12%,0%,-0.5,0%,4%,7%,-1%
O=C(c1ccco1)N1CCN(Cc2cc(=O)oc3cc(O)ccc23)CC1,?,.,-18%,.,-0.1,-8%,.,-13%,1%
Cc1onc(-c2c(Cl)cccc2Cl)c1C(=O)c1c[nH]c(C(=O)NC2CC2)c1,-4%,-2%,-11%,1%,0.0,-3%,-4%,0%,-6%
O=C(CSc1nnc2ccc(-c3ccncc3)nn12)Nc1ccc(F)cc1,-7%,.,0%,.,-0.2,0%,.,-1%,0%
Cc1nc(SCC(=O)NCC2CCCO2)[nH]c(=O)c1C (centres undefined),10%,.,-11%,.,0.3,3%,.,-5%,9%
CC(C)CN(CC(C)C)C(=O)c1cc2c(=O)n3ccccc3nc2s1,115%[activator],-2%,-3%,3%,0.5,53%[activator],44%[activator],0%,5%
Cc1cccc(NC(=O)CCSc2ccccn2)c1,133%[activator],4%,-16%,-8%,-0.4,0%,-16%,3%,2%
COc1cc(-c2cc(=O)c3c(O)c(OC)c(OC)c(OC)c3o2)cc(OC)c1OC,-11%,-16%&-2%,-8%[60.1 µM],10%,-0.9,-5%&0%,-4%&-8%,-12%,-2%
CN(Cc1ccccc1)C(=O)CCNS(=O)(=O)c1ccc2c(c1)oc(=O)n2C,?,-7%,?,?,-1.1,?,-9%,-3%,14%
COCCN(C(=O)c1ccc(C#N)cc1)c1c(N)n(Cc2ccccc2)c(=O)[nH]c1=O,-1%,.,11%,.,0.1,32%,.,418%[activator],-2%
CC(Oc1ccc2c3c(c(=O)oc2c1)CCCC3)C(=O)NCc1cccnc1 (centres undefined),-19%,2%,-19%,5%,-0.2,-1%,?,9%,0%
COCC(=O)N1CCC(Oc2ccc(C(=O)N3CCN(C)C[C@@H]3C(C)C)cc2)CC1,3%,-1%,-18%,2%,0.7,14%,-7%,8%,-4%
CCN(CC)CCNC(=O)Cn1nc(Cc2ccccc2)c2ccccc2c1=O,?,3%,-3%,35%,-0.1,-6%,-12%,-5%,2%
Cc1csc(NC(=O)CCn2c(=O)sc3ccccc32)n1,24%,-2%,2%,19%,-0.3,6%,-2%,0%,-14%
C=CCn1c(-c2cccn(Cc3ccc(Cl)cc3)c2=O)n[nH]c1=S,6%,-1%,-3%,8%,-0.2,-1%,-11%,?,0%
Cn1c(N)c(C(=O)COC(=O)Cc2ccc(Cl)c(Cl)c2)c(=O)n(C)c1=O,21%,.,-17%,.,.,14%,.,-16%,8%
Cc1c(NC2=NC3(CCCCC3)Cc3ccccc32)c(=O)n(C)n1-c1ccccc1,8%,5%,-11%,34%,0.6,3%,-10%,2%,-5%
CCc1ccc(-c2nc(CSCC(=O)N3CCN(c4ncccn4)CC3)c(C)o2)cc1,-8%,-1%,15%,?,-1.4,-2%,-8%,-12%,6%
C=CCC(NCc1ccco1)c1ccc(OC)cc1 (centres undefined),-2%,-2%,-10%,3%,-0.8,-1%,-13%,0%,5%

# An excerpt from above in order of length of the SMILES, rising.
SMILES,POLI inh,BLM inh,Pol kappa inh,POLB inh,TRHR agonist,APEX1 inh,Apoferritin bind,ALOX12 inh,ERG-DNA inh
c1ccc(CNc2ncnc3sc4c(c23)CCCC4)nc1,171%[activator],3%,-2%,22%,0.8,3%,-13%,-4%,0%
C=CCN(c1ccc(C(=O)N2CCCC2)cc1)S(C)(=O)=O,20%,-8%,0%,4%,1.1,11%,5%,6%,-3%
Cn1c(N)c(C(=O)COC(=O)Cc2ccc(Cl)c(Cl)c2)c(=O)n(C)c1=O,21%,.,-17%,.,.,14%,.,-16%,8%

# Further compounds:
SMILES,POLI inh,BLM inh,Pol kappa inh,POLB inh,TRHR agonist,APEX1 inh,Apoferritin bind,ALOX12 inh,ERG-DNA inh
CCCCNc1nnc(CCn2nc(C)c(Br)c2C)s1,10%,1%,-13%,-3%,-0.9,-1%,7%,-22%,9%
COCCNC(=O)CSc1nnc(NC(=O)Nc2ccc(C)cc2)s1,-8%,-6%,0%[60.1 µM],12%,0.3,.,-3%,-14%,-3%
Cc1ccc(C(=O)CN2C(=O)NC3(CCCCC3C)C2=O)s1 (centres undefined),11%,.,-17%,.,-0.1,11%,.,?,-4%
O=C(CCS(=O)(=O)c1cccc2nonc12)N1CCCc2ccccc21,17%,-5%,-6%,-9%,-0.4,0%,?,0%,-1%
CCn1cc(C(=O)NCc2cccnc2)c2cc(OC)c(OC)cc2c1=O,16%,-1%,-17%,7%,0.0,12%,10%,0%,0%
Nc1ccc(S(=O)(=O)NC(Cc2ccccc2)C(=O)O)cc1 (centres undefined),15%,-2%,2%,?,0.0,-13%,-3%,-75%,1%
CC1CCN(S(=O)(=O)c2ccc3[nH]ccc3c2)CC1,-10%,-7%,-14%[60.1 µM],14%,0.3,.,?,?,-2%
CC(C)(C)c1ccc(C(=O)NNc2ncnc3c2cnn3-c2ccc(Cl)cc2)cc1,14%,-3%,0%[60.1 µM],-8%,-0.2,.,4%,-25%,5%
O=C(NCc1ccncc1)Nc1ccccc1F,-3%,1%,-1%,1%,0.1,1%,-7%,-5%,6%
O=C(NCCCCNC(=O)c1ccco1)c1ccco1,14%,0%,-14%,27%,0.7,1%,-7%,0%,0%
